High-throughput results from PubChem BioAssay.
EPAC1 ag – qHTS for Agonist of cAMP-regulated guanine nucleotide exchange factor 3 (EPAC1): primary screen; Rap guanine nucleotide exchange factor 3 (Homo sapiens), O95398; EPAC1 agonist qHTS, biochemical assay; response scale: 100% = response to 6.5 mM cAMP; 360,000 tested, 0.073% active; Potency, µM (doses to about 154 µM), inactives show top-dose activation, usual class: activators; AID 720707, 2013; further: potency means the concentration at half of the fitted maximal effect; nearly all actives have a fitted effect of over 60% in size
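Multi-concentration qHTS readout: loss of Rap1B-bound BODIPY-GDP fluorescence driven by 100 nM EPAC1 with excess GDP (50 uM), monitored kinetically at room temperature; agonist response expressed relative to 6.5 mM cAMP.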
EPAC1 antagonist – qHTS for Antagonist of cAMP-regulated guanine nucleotide exchange factor 3 (EPAC1): primary screen; Rap guanine nucleotide exchange factor 3 (Homo sapiens), O95398; EPAC1 GEF assay, Rap1b-BODIPY-GDP exchange fluorescence; Potency, µM (series often up to 115 µM), inactives show at the highest dose activity change, negative = inhibition, actives largely listed as inhibitors; 360,000 tested, 0.14% active; AID 720709, 2013;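 further: potency means the concentration at half of the fitted maximal effect; plate controls were vehicle for no effect and positive control for full effect; nearly all actives have a fitted effect of over 50% in size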
EPAC2 antagonist – qHTS for Antagonist of cAMP-regulated guanine nucleotide exchange factor 2 (EPAC2): primary screen | Rap guanine nucleotide exchange factor 4 (Homo sapiens), Q8WZA2 | EPAC2 GEF exchange of Rap1B-BODIPY-GDP, fluorescence | Potency, µM (doses to about 114 µM), without a hit: at the highest dose activity, negative = inhibition, actives largely listed as inhibitors | 360,000 tested, 0.18% active | AID 720708, 2013; further: potency means the concentration at half of the fitted maximal effect; on the % scale 0 is the no-effect control and ±100 the full control effect; nearly all actives have a fitted effect of over 45% in size; many of its hits are not listed in these tables
PI5P4K alpha inh – qHTS for Inhibitors of phosphatidylinositol 5-phosphate 4-kinase (PI5P4K). PI5P4Kalpha enzyme, ADP-Glo luminescence, 60 min; active compounds read low. max response, %. 330,000 tested, 1.2% active; active means max response of -50% or lower; inconclusive means between -30% and -50%; inactive means -30% or higher; further: value at the top dose of about 77 µM; on the % scale 0 is the no-effect control and ±100 the full control effect
Target sequence (P48426 whole entry, looked up): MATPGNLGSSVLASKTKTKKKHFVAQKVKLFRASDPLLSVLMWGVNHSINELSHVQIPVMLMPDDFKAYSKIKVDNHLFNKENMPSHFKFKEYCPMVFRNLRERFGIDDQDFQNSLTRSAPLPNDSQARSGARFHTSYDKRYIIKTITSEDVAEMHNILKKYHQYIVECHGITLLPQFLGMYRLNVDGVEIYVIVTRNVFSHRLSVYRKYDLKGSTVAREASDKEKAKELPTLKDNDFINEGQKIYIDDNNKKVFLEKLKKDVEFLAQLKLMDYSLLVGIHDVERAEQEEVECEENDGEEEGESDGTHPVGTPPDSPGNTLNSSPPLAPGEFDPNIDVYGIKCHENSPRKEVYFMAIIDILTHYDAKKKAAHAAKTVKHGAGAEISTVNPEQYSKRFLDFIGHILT
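Quantitative HTS of the MLSMR library against PI5P4Kalpha with substrate. ATP added last at 5 microM final; room temperature, 60 minutes. Remaining ATP depleted, ADP converted and read as luminescence.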
CCT chaperon mod – High-Throughput Screening for Modulators of Cytosolic Chaperonin Activity | purified chaperonin ATPase assay, HTRF ADP detection, 30 min | activity change, % (test concentration not listed), hits read low | 360,000 tested, 0.3% active | AID 651819, 2012; in the data active means activity change below about -30%; further: on the % scale 0 is the no-effect control and ±100 the full control effect
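Enzyme 40 or 20 nM (batch-dependent) in Tris pH 7.4/KCl/MgCl2/DTT; cpd 76 uM single point; ATP 10 uM; 30 min 37 °C; Transcreener ADP HTRF detection, 30 min RT; ratio 665/615.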
PLK1 PBD block – qHTS for Inhibitors of PLK1-PDB (polo-like kinase 1 - polo-box domain): Primary Screen; Plk1 PBD binding of FITC phosphopeptide, fluorescence polarization; Potency, µM, for inactives: max response, negative = inhibition, actives largely listed as inhibitors; 360,000 tested, 2.8% active; Serine/threonine-protein kinase PLK1 (Homo sapiens), P53350; AID 720504, 2013; further: potency means the concentration at half of the fitted maximal effect; series mostly up to about 57 µM; on the % scale 0 is the no-effect control and ±100 the full control effect; nearly all actives have a fitted effect of over 65% in size
Target sequence (P53350 whole entry, looked up, the tested form may be a part): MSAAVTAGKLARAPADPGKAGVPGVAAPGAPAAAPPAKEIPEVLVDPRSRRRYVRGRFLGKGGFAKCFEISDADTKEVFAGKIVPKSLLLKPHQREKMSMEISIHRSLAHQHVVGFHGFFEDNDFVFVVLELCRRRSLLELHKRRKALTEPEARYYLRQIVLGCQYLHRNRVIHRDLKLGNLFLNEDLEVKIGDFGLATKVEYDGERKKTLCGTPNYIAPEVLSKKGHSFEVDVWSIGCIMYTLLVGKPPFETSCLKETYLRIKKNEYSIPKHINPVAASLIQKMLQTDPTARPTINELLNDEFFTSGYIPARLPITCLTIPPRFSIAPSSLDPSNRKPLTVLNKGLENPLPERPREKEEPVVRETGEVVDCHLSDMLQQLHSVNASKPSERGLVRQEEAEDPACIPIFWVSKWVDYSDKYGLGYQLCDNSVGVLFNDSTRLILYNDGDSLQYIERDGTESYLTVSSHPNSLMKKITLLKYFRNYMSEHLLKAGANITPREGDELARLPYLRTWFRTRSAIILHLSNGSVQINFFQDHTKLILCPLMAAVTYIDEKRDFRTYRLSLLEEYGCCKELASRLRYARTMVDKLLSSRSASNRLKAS
WRN inhibitor – qHTS for Inhibitors of WRN Helicase; Bifunctional 3'-5' exonuclease/ATP-dependent helicase WRN (Homo sapiens), Q14191; WRN helicase unwinding, fluorescent forked duplex, kinetic; Potency, µM (doses to about 114 µM), without a hit: at the top dose activity change, negative = inhibition, most hits filed as inhibitors; 360,000 tested, 0.46% active; AID 651768, 2012; further: potency means the concentration at half of the fitted maximal effect; on the % scale 0 is the no-effect control and ±100 the full control effect; nearly all actives have a fitted effect of over 55% in size
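Kinetic red-fluorescence monitoring (525/598 nm) tracks WRN helicase activity after 100 nM fluorophore-quencher forked duplex and 2 mM ATP are added to 20 nM enzyme pretreated 15 min at room temperature with compound.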
Mm-Cpn inhibitor – Inhibitors of TCP-1 ring complex (TRiC) of Methanococcus maripaludis (MmCpn): qHTS; Chaperonin Mm-Cpn (Methanococcus maripaludis); purified Mm-Cpn ATPase, ADP Transcreener TR-FRET; Potency, µM (titrated, usually from 76.9 µM), inactives show top-dose activity, negative = inhibition, most hits filed as inhibitors; 330,000 tested, 0.031% active; further: potency means the concentration at half of the fitted maximal effect; on the % scale 0 is the no-effect control and ±100 the full control effect; nearly all actives have a fitted effect of over 80% in size
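Quantitative HTS used 25 nM Mm-CPN and 10 uM ATP in magnesium/KCl Tris buffer, pH 7.4, with 1 mM DTT. Hydrolysis ran 30 min at 37°C; ADP was read by HTRF.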
* = called active by the depositor; ? = inconclusive; . = no result given; [ ] = dose if it differs, or a comment. Unless noted, the call rests on the fitted dose curve; in most records, active means well fitted curve in the direction sought with a large enough effect; inconclusive means small, poorly fitted or top-dose-only effect, or another doubt; inactive means no such curve, though single readings can be large; an effect the other way counts as inactive or inconclusive. These rows are one share of the data; count on the stated rates, not on these rows.

EPAC1 ag	EPAC1 antagonist	EPAC2 antagonist	PI5P4K alpha inh	CCT chaperon mod	PLK1 PBD block	WRN inhibitor	Mm-Cpn inhibitor	smiles
-1%	-4%	?	-3	-1.1	?	-6%	1%	O=C(O)c1ccc(Cl)c(S(=O)(=O)N(Cc2ccccc2)c2ccccc2Cl)c1
3%	-13%	-10%	8	0.9	-19%	-31%[57.1 µM]	-3%	COc1ccccc1C(c1nnnn1C(C)(C)C)N1CCN(C(=O)c2ccco2)CC1 (stereo not given)
4%	-31%	2%	0	-0.5	-26%	3%	2%	CCOC(=O)CNC(=O)CSc1nc(-c2ccc(C)cc2)ns1
-4%	8%	-2%	-6	-0.8	-9%	-2%	-1%	Cc1ccc(CNc2cnn(C34CC5CC(CC(C5)C3)C4)c(=O)c2Cl)cc1
-2%	9%	-3%	-8	-2.8	-9%	1%	-4%	COc1ccc(S(=O)(=O)NNC(=O)c2ccc(-n3c(C)ccc3C)cc2)cc1
3%	-9%	?	.	-0.3	-2%	-1%	?	Cc1onc(-c2ccccc2)c1C(=O)N1CCc2ccccc21
-10%	-2%	0%	-9	-0.2	-5%	-21%	.	CO[C@@]12[C@@H]3N[C@@H]3CN1C1=C(C(=O)C(N)=C(C)C1=O)[C@@H]2COC(N)=O
-3%	6%	-1%	-3	-0.5	-4%	-6%	-2%	COc1ccccc1CNC(=O)c1ccc(CS(=O)Cc2cccc(Cl)c2)o1 (stereo not given)
-2%	-11%	8%	-2	-3.0	-12%	7%	1%	COc1ccc(N2CCN(CCCNS(=O)(=O)c3ccc4c(c3)oc(=O)n4C)CC2)cc1
-4%	0%	17%	-2	0.8	0%	5%	1%	Cc1ccc(C(=O)N/N=C/C=C/c2ccccc2)cc1
-19%	-4%	-2%	2	-3.5	-15%	-15%	1%	O=C(CCN1CCOCC1)NNC(=O)Nc1cccc([N+](=O)[O-])c1
-1%	21%	1%	-4	0.7	4%	7%	-2%	O=C(O)CC1(CC(=O)Nc2ccccc2N2CCOCC2)CCCC1
0%	-14%	1%	0	1.0	-9%	3%	1%	C#CCn1c(=NC(=O)CN2C(=O)CCC2=O)sc2cccc(C)c21
8%	-11%	-12%	.	-3.2	-13%	2%	1%	CN(c1cccc(NC(=O)Cc2ccccc2)c1)S(C)(=O)=O
-6%	-3%	7%	8	-1.4	-1%	-6%	-1%	FC(F)(F)c1ccc(-c2noc(CN3CCCN(C4CCCCC4)CC3)n2)cc1
3%	-3%	14%	-1	-2.4	5%	0%	0%	Cc1cccnc1NC(=O)c1ccc(S(=O)(=O)NCc2ccco2)cc1
7%	-26%	1%	22	-1.8	2%	1%[57.1 µM]	.	COc1cccc(CNc2nc3cc(-c4ccsc4)sc3c(=O)n2C)c1OC
19%	?	45µM*	29	-3.4	-4%	-19%	0%	Oc1ccc(/C(Cc2ccccn2)=N\Nc2ccccc2)c(O)c1
-11%	-8%	-4%	-2	-1.4	-19%	3%	.	CCCC1NC(=O)c2cc3ccccc3cc2-n2c1nc1ccc(F)cc1c2=O (stereo not given)
2%	0%	6%	.	-7.2	-7%	-1%	-3%	S=c1[nH]nc(-c2cccnc2)n1-c1ccccc1
-6%	-4%	-5%	-8	-2.1	-3%	11%	2%	O=C(COC(=O)CCC(=O)c1cccs1)Nc1ccc(F)c(F)c1F
11%	-22%	-21%	-77*	-1.0	-19%	-9%[11.6 µM]	0%	Cc1cc(/C=C2\SC(=S)NC2=O)c(C)[nH]1
-1%	-8%	10%	-7	1.3	-6%	-8%[57.1 µM]	1%	O=C(NNc1nc2ccccc2nc1C(F)(F)F)c1ccccc1
1%	-4%	7%	4	-0.2	1%	1%	2%	C=CCn1c(-c2ccccc2[N+](=O)[O-])n[nH]c1=S
-1%	13%	7%	5	-1.1	-4%	-15%	2%	Cc1nn(C)c(C(=O)N2CCN(C(=O)c3ccco3)CC2)c1[N+](=O)[O-]

3 of the entries above in order of the EPAC1 ag value, rising:
compound | EPAC1 ag | EPAC1 antagonist | EPAC2 antagonist | PI5P4K alpha inh | CCT chaperon mod | PLK1 PBD block | WRN inhibitor | Mm-Cpn inhibitor
C#CCn1c(=NC(=O)CN2C(=O)CCC2=O)sc2cccc(C)c21 | 0% | -14% | 1% | 0 | 1.0 | -9% | 3% | 1%
CCOC(=O)CNC(=O)CSc1nc(-c2ccc(C)cc2)ns1 | 4% | -31% | 2% | 0 | -0.5 | -26% | 3% | 2%
Oc1ccc(/C(Cc2ccccn2)=N\Nc2ccccc2)c(O)c1 | 19% | ? | 45µM* | 29 | -3.4 | -4% | -19% | 0%

Returning to the listing; the 2 compounds before the break are reprinted first.
EPAC1 ag	EPAC1 antagonist	EPAC2 antagonist	PI5P4K alpha inh	CCT chaperon mod	PLK1 PBD block	WRN inhibitor	Mm-Cpn inhibitor	smiles
1%	-4%	7%	4	-0.2	1%	1%	2%	C=CCn1c(-c2ccccc2[N+](=O)[O-])n[nH]c1=S
-1%	13%	7%	5	-1.1	-4%	-15%	2%	Cc1nn(C)c(C(=O)N2CCN(C(=O)c3ccco3)CC2)c1[N+](=O)[O-]
1%	1%	13%	-11	-1.5	-4%	-4%	.	O=C1C2C3C=CC(O3)C2C(=O)N1N=Cc1ccc2c(c1)OCO2 (stereo not given)
-3%	-17%	-4%	2	-0.9	-5%	-4%	-7%	CN(CC(=O)NCc1ccccn1)S(=O)(=O)c1ccc(Br)cc1
-1%	10%	13%	-1	5.1	-3%	-3%	-1%	O=C(CP(=O)(O)CC(=O)c1ccccc1)c1ccccc1
-9%	3%	12%	-1	-0.4	-4%	13%	-1%	Cc1cc(=O)oc(C)c1C(=O)Nc1cccc2ccccc12
0%	-8%	-4%	-3	-0.6	-10%	3%	0%	Cc1cc2c(ncn2C)c(NS(=O)(=O)c2cc(Cl)ccc2Cl)c1C
15%	5%	5%	-5	0.0	-3%	-5%	.	CCOC1=C2[C@@H](CN(S(=O)(=O)c3ccc(C)cc3)[C@H]2c2ccccc2)[C@H]2C(=O)N(Cc3ccccc3)C(=O)[C@H]2C1
-5%	-27%	-20%	8	2.4	-2%	-18%	2%	Cc1ccc(SCCCn2cnc3ccccc3c2=O)cc1
-2%	-8%	7%	-20	-1.5	-1%	-1%	-1%	COC(=O)[C@@H]1C[C@H]2CC[C@H](O)C[C@H]2N1Cc1ccccc1OS(=O)(=O)c1ccc(C)cc1
4%	4%	-4%	-4	1.4	-16%	-4%	2%	CCNC(=O)Nc1ccc(S(=O)(=O)Nc2cnc(C)nc2C)cc1
-22%	-4%	-10%	-10	-1.7	-7%	-21%	1%	COc1ccc(N2CC(C(=O)Nc3c4c(nn3-c3ccccc3)CS(=O)(=O)C4)CC2=O)cc1 (stereo not given)
0%	-3%	7%	-3	0.0	4%	14%	2%	CCC(C)C(NC(=O)C(C)NC(=O)CNC(=O)CNC(=O)OCc1ccccc1)C(=O)OC (stereo not given)
-11%	-12%	-23%	3	-0.2	3%	-1%	.	CC1(C(=O)NCc2ccc3c(c2)OCO3)CCN1CCc1ccccc1 (stereo not given)
1%	15%	16%	-2	0.1	1%	1%	.	CCCC(=O)Nc1cc(OC)c(OC)cc1C(=O)O
7%	4%	-4%	-17	-0.2	-28%	?	2%	O=C(O)c1ccc(CSc2n[nH]c(-c3ccco3)n2)cc1
5%	-4%	17%	1	-1.3	-8%	-2%	1%	COc1ccccc1CNC(=O)CCc1ccccc1
-2%	14%	0%	5	1.9	-6%	-5%	2%	Cc1noc(C)c1COc1ccccc1C(=O)NCCOc1ccccc1
7%	-8%	-9%	3	-1.1	-16%	1%[57.1 µM]	1%	CCn1c(SCC(=O)NC2CCCCC2)nnc1C(C)NC(=O)c1ccccc1F (stereo not given)
4%	-1%	-5%	-6	-55*	7%	3%	0%	COc1ccc(NC(=O)CN2CCN(c3ccc(C)cc3C)CC2)cc1
-7%	-6%	0%	1	-0.5	-6%	-3%	0%	C[C@H](CO)N1C[C@H](C)[C@@H](CN(C)Cc2ccc(C(=O)O)cc2)Oc2c(cccc2N(C)C)C1=O
5%	-4%	15%	3	-0.3	2%	-16%	.	CN(C)CCC(C(=O)c1ccccc1)c1ccccn1 (stereo not given)
-2%	2%	-17%	1	0.6	-12%	-8%	.	COC(=O)c1ccc2cc(OC)c(OC)cc2c1
6%	1%	6%	-53*	-29	27µM*	2%	0%	Cc1nc(SCC(=O)c2ccccc2)n[nH]1
0%	-1%	2%	-2	-0.4	-3%	8%	-1%	O=C(NC(Cc1ccccc1)C(=O)O)/C(=C\c1ccccc1)NC(=O)c1ccco1 (stereo not given)
6%	2%	-1%	0	-0.4	-1%	0%	2%	COc1ccc(N2C(=O)NC(NC(=O)C(C)(C)C)(C(F)(F)F)C2=O)cc1 (stereo not given)
13%	?	7%	-56*	-1.5	13µM*	14µM*	0%	COc1cc(NS(=O)(=O)c2ccc(NC(=S)NC(=O)/C=C/c3ccco3)cc2)ncn1

Records above that bear a hit mark in PI5P4K alpha inh:
EPAC1 ag	EPAC1 antagonist	EPAC2 antagonist	PI5P4K alpha inh	CCT chaperon mod	PLK1 PBD block	WRN inhibitor	Mm-Cpn inhibitor	smiles
11%	-22%	-21%	-77*	-1.0	-19%	-9%[11.6 µM]	0%	Cc1cc(/C=C2\SC(=S)NC2=O)c(C)[nH]1
6%	1%	6%	-53*	-29	27µM*	2%	0%	Cc1nc(SCC(=O)c2ccccc2)n[nH]1
13%	?	7%	-56*	-1.5	13µM*	14µM*	0%	COc1cc(NS(=O)(=O)c2ccc(NC(=S)NC(=O)/C=C/c3ccco3)cc2)ncn1
